High-throughput results: PubChem, National Center for Advancing Translational Sciences (NCATS)
GoLoco inh red = RGS12 GoLoco-Gai1 interaction inhibition; P63096; Gai1:RGS12 GoLoco peptide FP, rhodamine, 10 min; Potency, µM (series often up to 61.6 µM), for the others: top-dose activity, negative = inhibition, usual class: inhibitors; 230,000 compounds, 0.44% hits; AID 880; active = well fitted inhibition curve with a large enough effect, not every such curve was filed as active; inactive = no such curve, though single readings can be large or run the other way; also: % is scaled to controls: 0 for no effect and ±100 for the full control effect; nearly all actives have a fitted effect of over 30% in size; many of its hits are not listed in these tables
NPSR antagonist = neuropeptide S receptor (human) antagonism, cAMP | Potency, µM (top dose mostly 38.3 µM), for inactives: at the top dose activity change, negative = inhibition, hits mostly inhibitors | CHO-NPSR cells, cAMP TR-FRET, antagonist mode | 220,000 compounds, 1% hits | Q6W5P4; also: % is scaled to controls: 0 for no effect and ±100 for the full control effect; nearly all actives have a fitted effect of over 50% in size; many of its hits are not listed in these tables
Luc counter = Kinase-Glo luciferase inhibition (counter-screen); Potency, µM (highest dose often 38.3 µM), inactives show at the top dose activity change, negative = inhibition, actives largely listed as inhibitors; Kinase-Glo luciferase, ATP luminescence, 8 min; 200,000 compounds, 0.28% hits; AID 1379; also: % is scaled to controls: 0 for no effect and ±100 for the full control effect; nearly all actives have a fitted effect of over 60% in size
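Substrate mix (final 50 mM imidazole pH 7.2, 50 mM KCl, 7 mM MgCl2, 10 uM ATP, 0.01% Tween 20, 0.05% BSA) plus pin-tool compound, then Kinase-Glo detection mix; 8 min ambient, luminescence read.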
KDM4E inh = JMJD2E (human) inhibition. JMJD2E catalytic domain, FDH-coupled NADH fluorescence (FDH is formaldehyde dehydrogenase). Potency, µM (series often up to 57.1 µM), for the others: top-dose activity change, negative = inhibition, most hits filed as inhibitors. 230,000 compounds, 1.6% hits; active = well fitted inhibition curve with a large enough effect, not every such curve was filed as active; inconclusive = small, poorly fitted or top-dose-only effect, or another doubt; inactive = no such curve, though single readings can be large or run the other way;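 also: 0% = wells with enzyme and -100% = buffer wells without enzyme; nearly all actives have a fitted effect of over 50% in size; many of its hits are not listed in these tables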
Target sequence (B2RXH2 1-337 limits assumed): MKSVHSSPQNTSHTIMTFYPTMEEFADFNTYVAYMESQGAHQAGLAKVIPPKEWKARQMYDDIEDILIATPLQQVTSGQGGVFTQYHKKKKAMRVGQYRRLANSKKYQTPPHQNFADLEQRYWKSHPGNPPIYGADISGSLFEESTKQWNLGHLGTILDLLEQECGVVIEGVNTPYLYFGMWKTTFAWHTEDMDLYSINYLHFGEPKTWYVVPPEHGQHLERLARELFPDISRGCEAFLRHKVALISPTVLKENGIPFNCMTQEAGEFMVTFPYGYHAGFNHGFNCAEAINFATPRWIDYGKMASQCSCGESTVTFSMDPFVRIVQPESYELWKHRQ
RECQ1 helicase = RECQ1 (human) helicase inhibition; P46063; RECQ1 DNA unwinding, red fluorescence kinetic read; Potency, µM (series often up to 57.3 µM), inactives show at the top dose activity, negative = inhibition, most hits filed as inhibitors; 240,000 compounds, 0.54% hits;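 also: plate controls were vehicle for no effect and no enzyme for full effect; nearly all actives have a fitted effect of over 30% in size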
Target sequence (P46063 whole entry, looked up): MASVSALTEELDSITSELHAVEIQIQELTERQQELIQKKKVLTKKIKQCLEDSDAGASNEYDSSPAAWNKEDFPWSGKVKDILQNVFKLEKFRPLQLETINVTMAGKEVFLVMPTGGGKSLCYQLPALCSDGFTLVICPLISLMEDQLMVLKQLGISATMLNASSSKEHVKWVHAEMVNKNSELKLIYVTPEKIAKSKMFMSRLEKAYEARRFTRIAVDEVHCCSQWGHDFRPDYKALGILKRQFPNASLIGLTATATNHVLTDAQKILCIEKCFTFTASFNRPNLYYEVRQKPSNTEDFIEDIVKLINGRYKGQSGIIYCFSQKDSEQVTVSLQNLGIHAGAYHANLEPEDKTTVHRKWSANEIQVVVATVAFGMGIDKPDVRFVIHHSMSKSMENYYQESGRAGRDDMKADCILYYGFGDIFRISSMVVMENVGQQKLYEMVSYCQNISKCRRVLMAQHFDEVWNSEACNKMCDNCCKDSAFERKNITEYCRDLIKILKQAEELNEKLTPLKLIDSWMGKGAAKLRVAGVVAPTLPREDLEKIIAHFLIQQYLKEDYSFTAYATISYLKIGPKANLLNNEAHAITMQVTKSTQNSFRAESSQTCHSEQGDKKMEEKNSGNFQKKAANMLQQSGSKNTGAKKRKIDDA
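RECQ1T1 50 nM; forked duplex (20 bp + 30-nt ss tails) 200 nM, ATP 2 mM final; pH 8.0, 2 mM MgCl2, 2.5 ug/ml poly(dI-dC); 15 min compound preincubation; discontinuous kinetic read over 2 h at RT.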
Epigenetic derep = epigenetic control regulation, reporter derepression. murine LDR cells, GFP reporter derepression, 30 h. Potency, µM (top dose mostly 53.9 µM), for the others: at the top dose GFP activation, actives largely listed as activators. 280,000 compounds, 0.2% hits; also: % of control where 0% means no effect; nearly all actives have a fitted effect of over 60% in size
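GFP-positive cell count by laser-scanning cytometry (objects 20–120 um) after 30 h, 37 C compound exposure of murine LDR cells; reporter is CMV-GFP integrated at a silenced locus, inducible by HDAC or DNMT inhibitors.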
IMPase Li inh = IMPase inhibition in cells with lithium potentiation | Potency, µM (top dose mostly 59.4 µM), for inactives: at the top dose activity, negative = IMPase inhibition, actives largely listed as inhibitors | CHO-M1 cells, IP1 TR-FRET (IP-One), carbachol + lithium | 210,000 compounds, 0.35% hits;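 also: IP1 builds up when IMPase is blocked and the TR-FRET signal falls; plate controls were basal vehicle for no effect and high inhibitor control for full effect; nearly all actives have a fitted effect of over 50% in size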
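Steps: plate 2000 CHO-M1 cells per well and culture 16–30 h; add compound and lithium; incubate 30 min, 37C; add d2-IP1 tracer and Eu cryptate anti-IP1 antibody in lysis buffer; read after 10 min at room temperature.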
SMN2 splice enh = increases expression of the SMN2 splice variant; HEK293 SMN2-luciferase splicing reporter, luminescence, 30-36 h; Potency, µM (doses to about 46.1 µM), without a hit: at the highest dose activity change, positive = activation, actives largely listed as activators; 210,000 compounds, 2.8% hits; AID 1458; also: % of control where 0% means no effect; nearly all actives have a fitted effect of over 55% in size
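HEK293 cells carry an SMN2 minigene-luciferase reporter in which exon 7 inclusion puts luciferase in frame. Cells were seeded at 2000 cells/well, attached for 10-12 hours, then exposed to compounds for 30-36 hours at 37C before ONE-Glo luminescence.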
* = called active by the depositor; i = inactive; ? = inconclusive; · = no result given; [ ] = another dose, or the depositor's remark. Unless noted, calls follow the shape of the dose curve; as a rule, active = well fitted curve in the direction sought with a large enough effect; inconclusive = small, poorly fitted or top-dose-only effect, or another doubt; inactive = no such curve, though single readings can be large; an effect the other way counts as inactive or inconclusive. Potency is read from the fitted curve at half-maximal effect.

(1) N#Cc1c(Cl)cccc1N1CCC(C(N)=O)CC1
(2) Cc1cccc(NC(=O)C2CCCN(S(=O)(=O)c3c(C)nn(C)c3C)C2)n1 (stereo unspecified)
(3) Nn1c(SCC(=O)NC(=O)NCc2ccccc2)nnc1C1CC1
(4) CN(c1ccc(C(=O)NCCSC(C)(C)C)cc1)S(=O)(=O)c1ccccc1
(5) CC(C)CCn1c(Oc2ccccc2Cl)nc2c1c(=O)n(C)c(=O)n2C
(6) O=C(O)CCC(=O)N1CCc2cc(S(=O)(=O)Nc3ccc4c(c3)OCCO4)ccc21

assay / compound,1,2,3,4,5,6
GoLoco inh red,3%,10%,-5%,-1%,6%,-4%
Luc counter,·,0%,-5%,2%,0%,2%
KDM4E inh,1%,-4%,4%,3%,2%,-1%
RECQ1 helicase,-9%,-1%,0%,i,i,-7%
SMN2 splice enh,·,-42%[inhibitor],-20%,·,-18%,-31%
NPSR antagonist,-7%,2%[46.1 µM],-6%[46.1 µM],37%,?,2%[46.1 µM]
Epigenetic derep,1.1%,0.1%,3.0%,3.9%,2.4%,1.6%
IMPase Li inh,·,32%[38.3 µM],-21%[38.3 µM],12%,13%[38.3 µM],-3%[38.3 µM]

(7) CC(C)c1onc(C(=O)NC2CCCC2)c1[N+](=O)[O-]
(8) Cn1c(CN2CCOCC2)nc2cc(NC(=O)COc3ccc([N+](=O)[O-])cc3)ccc21
(9) O=C(Nc1ccc2c(c1)nc1n2CCN(Cc2ccccc2)C1)NC1CCCCC1
(10) COCCOC(=O)C1=C(C)N=C2SCCC(=O)N2C1c1ccc(C(=O)OC)cc1 (stereo unspecified)
(11) Cc1ccc(S(=O)(=O)N2CCN(c3ccc([N+](=O)[O-])cn3)CC2)cc1
(12) COc1ccc(Nc2cc(C)nc(N)n2)cc1

assay / compound,7,8,9,10,11,12
GoLoco inh red,-3%,-6%,20%,4%,4%,-7%
Luc counter,1%,0%,15%,-13%,·,·
KDM4E inh,-5%,-2%,?,3%,2%,-2%
RECQ1 helicase,i,i,-5%,i,-10%,14%
SMN2 splice enh,-6%,-37%[inhibitor],-9%,-10%,·,·
NPSR antagonist,5%,13%,-6%[46.1 µM],-8%[46.1 µM],-10%,17%
Epigenetic derep,0.8%,0.0%,3.0%,-5.0%,1.1%,0.0%
IMPase Li inh,-8%,14%,12%[38.3 µM],-4%[38.3 µM],·,·

(13) CCOc1ccc(S(=O)(=O)Nc2cccc(N(C)S(C)(=O)=O)c2)cc1
(14) O=[N+]([O-])c1ccc(CSc2ncnc3c2ncn3C2OC(CO)C(O)C2O)cc1 (stereo unspecified)
(15) CCOc1ccc(-c2nnc(-c3ccccc3)o2)cc1
(16) Fc1ccccc1-c1nc(-c2cnccc2C(F)(F)F)no1
(17) CCCC(=O)N1CCN(c2ccc(NC(=O)c3cc4ccccc4o3)cc2Cl)CC1
(18) CN(C)c1ncc2nc(-c3ccc(F)cc3)c(=O)n(C3CC3)c2n1

assay / compound,13,14,15,16,17,18
GoLoco inh red,-2%,8%,-5%,4%,2%,0%
Luc counter,0%,·,-16%,·,-1%,-8%
KDM4E inh,2%,·,?,-2%,?,·
RECQ1 helicase,-10%,i,-1%,-2%,-22%,7%
SMN2 splice enh,-64%[inhibitor],3%,0.56µM*,·,-78%[inhibitor],-2%
NPSR antagonist,-18%[46.1 µM],·,-12%[46.1 µM],13%,?,·
Epigenetic derep,0.0%,1.1%,1.2%,-3.0%,-1.7%,·
IMPase Li inh,22%[38.3 µM],9%,12%,·,30%[38.3 µM],?

(19) NC(=O)c1c(NC(=O)c2ccc(S(=O)(=O)N3CCOCC3)cc2)sc2c1CCCCC2
(20) COc1cc(CNc2nc3ccccc3[nH]2)cc(OC)c1OC
(21) CC(C)Oc1cccc(C(=O)NC(=S)Nc2ccc(Cl)c(C(=O)O)c2)c1
(22) O=C1C(=O)N(CCCn2ccnc2)C(c2ccccn2)/C1=C(/O)c1ccccc1 (stereo unspecified)
(23) CCn1ccnc1CN1CCCC(C(=O)c2ccc3cc(OC)ccc3c2)C1 (stereo unspecified)
(24) O=C(CSc1nnc(C2CCCCC2)o1)N1CCCCC1

assay / compound,19,20,21,22,23,24
GoLoco inh red,16%,-1%,-2%,·,10%,3%
Luc counter,0%,1%,-2%,·,-2%,-4%
KDM4E inh,49%,7%,0%,-2%,?,5%
RECQ1 helicase,2%,-10%,-6%,-6%,1%,-2%
SMN2 splice enh,-37%[inhibitor],-5%,9%,·,·,-1%
NPSR antagonist,-3%,17%,-18%[46.1 µM],6%[46.1 µM],?,0%[46.1 µM]
Epigenetic derep,14%,-1.0%,-0.4%,-8.9%,0.0%,-0.1%
IMPase Li inh,-4%,12%,-11%[38.3 µM],·,26%,-6%[38.3 µM]

(25) COc1ccc(CN(C)CC(=O)Nc2cc3oc4ccccc4c3cc2OC)c(OC)c1
(26) CN1C2C=C3C(C#N)=C(N)C(C#N)(C#N)[C@@H](c4cccs4)C3C1CC2 (stereo partly specified)
(27) CCOC(=O)c1c(NC(=O)c2ccnn2C)sc(C)c1C
(28) NC(=O)CSc1nnnn1-c1ccc(OC(F)(F)F)cc1
(29) COc1ccc(CNS(=O)(=O)c2ccc(C3CNC(=O)C3)cc2)cc1 (stereo unspecified)
(30) CC(=O)c1ccc(N2CCN(C(=O)/C=C/c3cccs3)CC2)cc1

assay / compound,25,26,27,28,29,30
GoLoco inh red,3%,27%,-5%,6%,4%,5%
Luc counter,-1%,1%,-1%,-3%,2%,1%
KDM4E inh,?,?,?,10%,16%,-6%
RECQ1 helicase,-4%,6%,i,-2%,-14%,-4%
SMN2 splice enh,-44%[inhibitor],16%,-24%,-17%,-7%,-8%
NPSR antagonist,-51%,-4%[46.1 µM],-10%,3%[46.1 µM],-8%[46.1 µM],-21%
Epigenetic derep,0.0%,0.0%,1.0%,-0.9%,-1.0%,1.1%
IMPase Li inh,3%,1%[38.3 µM],4%,-9%[38.3 µM],21%[38.3 µM],2%

(31) Cn1[nH]c(-c2ccccc2)c(/C=N/O)c1=O
(32) COc1nc(N)nc(N2CCOCC2)n1
(33) C#CCOc1ccc(/C=C2\SC(=S)N(Cc3cccnc3)C2=O)cc1
(34) CCOC(=O)Nc1ccc(C)cc1C
(35) CCOC(=O)c1sc2nc(CSc3ccccc3)[nH]c(=O)c2c1C
(36) O=C(CN1C(=O)c2ccc([N+](=O)[O-])cc2C1=O)NCc1ccco1

assay / compound,31,32,33,34,35,36
GoLoco inh red,8%,0%,13%,3%,8%,8%
Luc counter,2%,1%,1%,7%,0%,0%
KDM4E inh,?,0%,-7%,3%,-28%,-10%
RECQ1 helicase,-2%,i,i,-5%,-13%,i
SMN2 splice enh,-19%,-27%,-57%[inhibitor],-41%[inhibitor],8%,-9%
NPSR antagonist,1%,8%[46.1 µM],5%,-5%[46.1 µM],-33%,12%
Epigenetic derep,2.6%,6.2%,-0.9%,0.7%,-3.5%,-0.1%
IMPase Li inh,-3%,2%[38.3 µM],11%,-4%[38.3 µM],-3%,-3%

(37) O=C1NCCN(Cc2ccoc2)C1CC(=O)N(Cc1ccccc1)CC1CCC1 (stereo unspecified)
(38) C=CCn1cn[nH]c1=S
(39) CSc1ccc(CN(C)CC(=O)NCc2ccccc2)cc1
(40) COc1cccc(C(=O)Oc2ccccc2/C=C\C(=O)c2cc3ccccc3o2)c1
(41) COc1ccccc1-c1cc(C(F)(F)F)nc(S(=O)(=O)CCCC(=O)N2CCOCC2)n1
(42) O=C(CN1CCN(c2ccccc2F)CC1)NC(=O)NCc1ccccc1
(43) O=C(NCc1cccs1)c1ccccc1F

assay / compound,37,38,39,40,41,42,43
GoLoco inh red,2%,9%,0%,-17%,-9%,-13%,6%
Luc counter,5%,2%,2%,-2%,1%,-1%,-2%
KDM4E inh,-9%,2%,-3%,-2%,?,2%,8%
RECQ1 helicase,0%,i,-2%,-2%,i,2%,1%
SMN2 splice enh,·,-1%,-6%,-103%[inhibitor],?,-5%,9%
NPSR antagonist,-4%,10%,-1%,?,?,7%,-2%[46.1 µM]
Epigenetic derep,-2.2%,-0.1%,-1.4%,-1.1%,-0.1%,2.1%,0.1%
IMPase Li inh,7%,-10%,-4%,4%,24%[38.3 µM],-3%,-3%

Sorted by heavy-atom count (rising): part of the list above.
(38) C=CCn1cn[nH]c1=S
(32) COc1nc(N)nc(N2CCOCC2)n1
(43) O=C(NCc1cccs1)c1ccccc1F
(39) CSc1ccc(CN(C)CC(=O)NCc2ccccc2)cc1
(35) CCOC(=O)c1sc2nc(CSc3ccccc3)[nH]c(=O)c2c1C
(33) C#CCOc1ccc(/C=C2\SC(=S)N(Cc3cccnc3)C2=O)cc1
(42) O=C(CN1CCN(c2ccccc2F)CC1)NC(=O)NCc1ccccc1
(37) O=C1NCCN(Cc2ccoc2)C1CC(=O)N(Cc1ccccc1)CC1CCC1 (stereo unspecified)

assay / compound,38,32,43,39,35,33,42,37
GoLoco inh red,9%,0%,6%,0%,8%,13%,-13%,2%
Luc counter,2%,1%,-2%,2%,0%,1%,-1%,5%
KDM4E inh,2%,0%,8%,-3%,-28%,-7%,2%,-9%
RECQ1 helicase,i,i,1%,-2%,-13%,i,2%,0%
SMN2 splice enh,-1%,-27%,9%,-6%,8%,-57%[inhibitor],-5%,·
NPSR antagonist,10%,8%[46.1 µM],-2%[46.1 µM],-1%,-33%,5%,7%,-4%
Epigenetic derep,-0.1%,6.2%,0.1%,-1.4%,-3.5%,-0.9%,2.1%,-2.2%
IMPase Li inh,-10%,2%[38.3 µM],-3%,-4%,-3%,11%,-3%,7%

(40) COc1cccc(C(=O)Oc2ccccc2/C=C\C(=O)c2cc3ccccc3o2)c1
(41) COc1ccccc1-c1cc(C(F)(F)F)nc(S(=O)(=O)CCCC(=O)N2CCOCC2)n1

assay / compound,40,41
GoLoco inh red,-17%,-9%
Luc counter,-2%,1%
KDM4E inh,-2%,?
RECQ1 helicase,-2%,i
SMN2 splice enh,-103%[inhibitor],?
NPSR antagonist,?,?
Epigenetic derep,-1.1%,-0.1%
IMPase Li inh,4%,24%[38.3 µM]

Not all compounds are listed; rates above refer to the full screens.
